Screening data deposited in PubChem BioAssay by several laboratories.
FXIIa inh 1536: human FXIIa protease inhibitors, primary screen, biochemical, 1536-well; inhibition, % at 5 µM; purified FXIIa, Boc-QGR-AMC fluorogenic substrate, 2 h; 0.3% of 220,000 active; in the data active means inhibition above about 40%;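 further: 0% = enzyme with no compound and 100% = blank without enzyme; many of its hits are not listed in these tables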
KLK5 inh: human KLK5 protease inhibitors, primary screen, biochemical, 1536-well; Kallikrein-5 (Homo sapiens), Q9Y337; recombinant hK5, fluorogenic AMC substrate cleavage; inhibition, % at 5 µM; 0.59% of 210,000 active;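 active means inhibition of 40% or more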;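 further: 0% = enzyme controls without compound and 100% = no-enzyme blanks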
FXIa inh: human FXIa protease inhibitors, primary screen, biochemical, 1536-well; inhibition, % at 5 µM; purified FXIa, Boc-Glu-Ala-Arg-AMC fluorogenic substrate; 0.14% of 220,000 active; AID 798, 2007;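 active means inhibition of at least 40%; inactive means inhibition below 40%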;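 further: fluorescence of freed AMC excited at 355 nm; 0% = enzyme without compound and 100% = no enzyme blank; many of its hits are not listed in these tables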
Furin inh: human furin inhibitors, primary screen, biochemical, fluorescence intensity | inhibition, % at 30 µM | 0.061% of 220,000 active | P09958 | purified furin, fluorogenic substrate cleavage; in the data active means inhibition above about 25%; further: inactives centre near -15
Target sequence (P09958 108-714 limits assumed): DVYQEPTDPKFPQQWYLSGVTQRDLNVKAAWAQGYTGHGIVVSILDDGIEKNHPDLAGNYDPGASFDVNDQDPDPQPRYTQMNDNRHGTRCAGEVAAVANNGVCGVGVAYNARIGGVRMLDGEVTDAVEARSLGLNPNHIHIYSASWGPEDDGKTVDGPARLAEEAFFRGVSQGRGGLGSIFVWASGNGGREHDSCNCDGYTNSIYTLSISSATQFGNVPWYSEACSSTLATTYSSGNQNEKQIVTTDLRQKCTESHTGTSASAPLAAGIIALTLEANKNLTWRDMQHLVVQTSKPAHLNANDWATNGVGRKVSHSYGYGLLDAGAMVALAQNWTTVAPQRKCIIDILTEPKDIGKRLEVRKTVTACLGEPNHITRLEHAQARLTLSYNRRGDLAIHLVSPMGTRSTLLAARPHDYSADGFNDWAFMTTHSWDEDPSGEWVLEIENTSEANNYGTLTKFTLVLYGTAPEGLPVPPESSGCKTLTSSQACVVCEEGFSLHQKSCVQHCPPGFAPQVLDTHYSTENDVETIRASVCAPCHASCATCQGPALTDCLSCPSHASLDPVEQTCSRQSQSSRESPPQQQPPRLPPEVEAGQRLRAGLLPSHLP
thrombin 1536: human alpha-thrombin inhibitors, primary screen, counter-screen for coagulation protease inhibitor project, biochemical, 1536-well, fluorogenic AMC substrate; Boc-VPR-AMC fluorogenic substrate cleavage; Prothrombin (Homo sapiens), P00734; inhibition, % at 5 µM; 0.26% of 220,000 active;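 active means inhibition at or above 40%; inactive means inhibition below 40%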;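 further: 0% = enzyme with no compound and 100% = wells without enzyme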
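System – human alpha-thrombin · Medium – pH 7.5 Tris (50 mM) with NaCl 150 mM, Tween 20 0.05% · Compound – single-point dosing at 5 µM, 0.2% DMSO · Incubation – enzyme reaction carried out at room temperature · Technique – fluorescence of released AMC, ex 355 nm, em 460 nm · Read-out basis – % inhibition of thrombin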
Cl transport mod: KCC2 cotransporter modulators, thallium flux, primary screen, cell-based, HEK293 KCC2, FluoZin-2 fluorescence, MLSMR; 2.2% of 190,000 active; B-score of Tl+ flux slope (higher = more flux/activation; lower = inhibition) at 10 µM; Solute carrier family 12 member 5 (Homo sapiens), Q9H2X9; KCC2 cells, thallium flux FluoZin-2 fluorescence; AID 1456, 2008;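 active means thallium flux slope and its plate-corrected score both differing from the plate sample mean at a set confidence after two filtering rounds, in either direction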;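 further: slope of fluorescence scaled to starting intensity during 10 to 20 s after thallium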
Rad51 HR inh: human RAD51 strand exchange inhibitors, primary screen, biochemical, fluorescence | DNA repair protein RAD51 homolog 1 (Homo sapiens), Q06609 | AID 1385, 2008 | 0.085% of 200,000 active | hRad51 DNA strand exchange, fluorescence dequenching | inhibition, % at 10 µM;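 active means inhibition above 40% at the single screening dose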;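 further: 0% = DMSO control wells and 100% = blanks with heterologous ssDNA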
Target sequence (Q06609 whole entry, looked up): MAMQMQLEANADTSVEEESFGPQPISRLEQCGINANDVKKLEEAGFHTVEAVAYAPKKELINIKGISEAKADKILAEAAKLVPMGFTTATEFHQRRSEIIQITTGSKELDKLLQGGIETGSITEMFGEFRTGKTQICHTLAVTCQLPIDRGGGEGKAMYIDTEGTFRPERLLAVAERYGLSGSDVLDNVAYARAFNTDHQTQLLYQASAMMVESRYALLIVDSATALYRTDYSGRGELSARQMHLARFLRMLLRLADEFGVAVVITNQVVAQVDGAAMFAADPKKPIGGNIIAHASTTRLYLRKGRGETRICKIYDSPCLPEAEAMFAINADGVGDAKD
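Test system: preformed human Rad51 ssDNA filaments. Compound dosing: single dose, 10 µM final compound. Incubation: filaments 15 min 37 °C, then compound 30 min. Technique: FRET fluorescence dequenching, excitation 485 nm, emission 520 nm. Read-out basis: percent inhibition from fluorescence, normalised to plate control and blank means. Benchmarks: plate controls and plate blanks.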
PERK inh: block of dimerizer-induced PERK translation repression, primary screen, PERK inhibitor project, CHO PERK-DD cells, SEAP luminescence, HTS; Eukaryotic translation initiation factor 2-alpha kinase 3 (Homo sapiens), Q9NZJ5; CHO PERK-DD fusion, SEAP luminescence translation reporter; inhibition, % at 5.6 µM; 0.17% of 220,000 active;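 active means inhibition above the mean inhibition of all tested compounds plus 3 SD, set separately per screening campaign, cut at about 2.9% in these data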;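 further: PERK kinase domain activated by AP20187 dimerizer at 100 nM; 0% = DMSO with dimerizer and 100% = rapamycin at 8.4 µM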
m-calpain inh: inhibitors of pig calpain II, primary screen, biochemical, fluorogenic peptide substrate, 1536-well. inhibition, % at 16 µM. purified calpain II, 30 min. 0.37% of 220,000 active;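 active means inhibition above about 50%, limit read from the data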
Starred values were filed as active, the others as inactive; i = inactive; / = no result given; [ ] = dose if it differs, or a comment. A portion of the library; rates above refer to the full screens.

SMILES	FXIIa inh 1536	KLK5 inh	FXIa inh	Furin inh	thrombin 1536	Cl transport mod	Rad51 HR inh	PERK inh	m-calpain inh
COc1cccc(C2C(C(=O)Nc3ccc(C)cc3C)=C(C)Nc3ncnn32)c1OC (stereo unspecified)	-16	-5	-13	-19	-2	0.04	6	0.1	/
COC(=O)[C@@]1(Cc2ccc(F)cc2)[C@H]2c3cc(C(=O)N(C)C)n(CCc4ccc(OC)c(Br)c4)c3C[C@H]2CN1C(=O)c1ccccc1	12	-8	4	-8	0	-0.45	/	-0.2	-79
Clc1ccc(NCn2cncn2)nc1	21	-10	3	-28	2	0.033	-5	0.0	6
O=S(=O)(NCC1CCCO1)c1ccc(S(=O)(=O)N2CCc3ccccc3C2)cc1 (stereo unspecified)	19	-2	17	-11[20 µM]	-5	-1.9	3	0.9	9
CCOC(=O)c1cnc2c(OC)cccc2c1Nc1ccc2c(c1)OCCO2	12	-8	1	7	-4	-1.2	5	-0.3	15
COc1cccc(C(=O)/C=C/Nc2cccc(O)c2)c1	21	-11	6	-5[20 µM]	8	/	/	-1.8	-30
CCOC(=O)C1=CN(c2cccc(F)c2)C=C(C(=O)OCC)C1c1cc(OC)c(O)c([N+](=O)[O-])c1	11	0	1	-11[20 µM]	-4	/	7	2.6	-363
Cc1cc(C)c(S(=O)(=O)N2CCCOC2CNC(=O)C(=O)NCc2cccs2)c(C)c1 (stereo unspecified)	12	-11	19	-24	3	-0.52	10	-0.7	7
C(=C\c1ccncc1)/c1ccccc1	7	-3	3	5	-4	-0.31	18	0.5	-6
COc1ccc(C(=O)NCc2cn3ccccc3n2)cc1	10	16	0	-13	-1	/	-3	-0.2	-17
O=C(C[n+]1ccc(Cc2ccccc2)cc1)Nc1ccc([N+](=O)[O-])cc1Cl	5	9	-1	-9	-5	/	13	0.1	-10
CC(=O)Oc1ccc2c(c1)C(=O)c1ccccc1CO2	9	-7	-2	-18[20 µM]	-2	-0.39	2	-0.2	-18
CCCNC(=O)NS(=O)(=O)c1cnccc1Sc1ccc(Cl)c(Cl)c1	5	-22	-2	-16[20 µM]	-2	-0.52	-2	1.1	-23
CCc1ccc(NC(=O)N2CCN(c3ccc(F)cc3)CC2)cc1	3	/	-2	-15	-15	-1.3	8	1.0	16
O=C(Nc1cnc2ccccc2c1)N1CCCCC1	-5	1	3	-21	0	-1.3	-2	0.5	11
O=C(Nc1ccccc1C(F)(F)F)NC1CCCCCCC1	15	-5	3	-15[20 µM]	5	/	0	0.4	-8
CC1Cc2ccccc2N1C1=NS(=O)(=O)c2ccccc21 (stereo unspecified)	3	-16	-13	-2	-2	-1.1	-2	0.3	8
CC(=O)c1c(C)[nH]c(C(=O)Nc2cccc(S(=O)(=O)N(C)C)c2)c1C	0	-15	-5	-22	0	0.045	20	0.5	-8
Cc1ccc(-c2nc(C#N)c(NCC3CCCO3)o2)cc1 (stereo unspecified)	1	-2	-3	-42	-9	-0.77	-3	0.5	i
COc1ccc(-c2noc(CSc3nc4sc(C)c(C)c4c(=O)n3-c3ccccc3)n2)cc1OC	1	1	-6	-13	-4	/	17	2.5	-41
CC(C)(C)NC(=O)NC(=O)CSc1ncc(C(F)(F)F)cc1Cl	16	1	0	-19[20 µM]	4	-0.43	-5	0.7	3
CC(NS(=O)(=O)c1ccccc1)c1n[nH]c(=S)n1-c1ccccc1 (stereo unspecified)	5	2	7	-18	-4	0.93	/	3.5*	1
COc1ccc(-c2cc(-c3ccc(F)cc3)nc(N3CCN(C)CC3)n2)cc1	19	-5	3	-23	-5	0.038	3	0.2	-219
O=C1N=C(N2CCCC2C(=O)O)S/C1=C\c1ccco1 (stereo unspecified)	14	23	12	2	0	-0.12	-8	-0.4	23
COc1ccc(CCN2C(=O)NC(NS(=O)(=O)c3ccc(NC(C)=O)cc3)(C(F)(F)F)C2=O)cc1OC (stereo unspecified)	/	3	-2	-5	-3	-0.54	-5	-0.3	7

An excerpt of these results, with each value named.
COc1cccc(C2C(C(=O)Nc3ccc(C)cc3C)=C(C)Nc3ncnn32)c1OC (stereo unspecified)
  FXIIa inh 1536: -16; KLK5 inh: -5; FXIa inh: -13; Furin inh: -19; thrombin 1536: -2; Cl transport mod: 0.04; Rad51 HR inh: 6; PERK inh: 0.1; m-calpain inh: /

CCCNC(=O)NS(=O)(=O)c1cnccc1Sc1ccc(Cl)c(Cl)c1
  FXIIa inh 1536: 5; KLK5 inh: -22; FXIa inh: -2; Furin inh: -16[20 µM]; thrombin 1536: -2; Cl transport mod: -0.52; Rad51 HR inh: -2; PERK inh: 1.1; m-calpain inh: -23

CC(=O)c1c(C)[nH]c(C(=O)Nc2cccc(S(=O)(=O)N(C)C)c2)c1C
  FXIIa inh 1536: 0; KLK5 inh: -15; FXIa inh: -5; Furin inh: -22; thrombin 1536: 0; Cl transport mod: 0.045; Rad51 HR inh: 20; PERK inh: 0.5; m-calpain inh: -8

More structures:
SMILES	FXIIa inh 1536	KLK5 inh	FXIa inh	Furin inh	thrombin 1536	Cl transport mod	Rad51 HR inh	PERK inh	m-calpain inh
C=CCNC(=S)Nc1ccc(OC)c(S(=O)(=O)N2CCOCC2)c1	2	9	-7	-17	2	0.056	-4	-0.2	-11
C=C(C)C(=O)N1CC2(CC(c3cccc(NC(=O)/C=C\C)c3)=NO2)C[C@H]1C(N)=O (stereo partly specified)	9	4	3	1	1	0.91	-8	/	-8
Cc1ccc(NC(=O)C[n+]2cc(-c3ccccc3)n3c2CCC3)cc1	2	0	-1	-6	-4	-0.3	10	-0.4	-17
COC(=O)c1cc2sccc2n1CC(=O)Nc1cccc(SC)c1	13	-7	3	-20	0	0.58	/	-0.9	-50
COc1ccc(NC(=S)NCc2ccc(S(N)(=O)=O)cc2)cc1OC	5	-4	-5	-17	-9	1.8	2	0.6	-41
COC(=O)[C@H](CCSC)NC(=O)Nc1cc(OC)cc(OC)c1	3	1	-7	-20	-4	0.29	7	0.9	-1
COc1ccc(/C(C)=N/N2CCOCC2)c(O)c1	5	-1	1	-9	2	0.0076	16	-0.4	-14
COC(=O)c1sccc1NC(=O)c1ccc(Br)o1	5	3	2	-13	-3	-0.23	7	1.3	9
COC(=O)c1ccc(COc2ccc(-c3nnn(CC(=O)NC(C)(C)C)n3)cc2)cc1	3	-13	-4	-11	-7	-0.75	-5	0.8	-9
Cc1cc(C)c2c(NC(=S)NC(=O)c3ccccc3)n[nH]c2n1	2	-7	-3	-12	-2	-0.45	13	0.8	29
O=C(Cn1cnc2ccccc2c1=O)N1CCOCC1	11	-13	1	18[20 µM]	3	-0.75	-5	1.1	4
O=C(Nc1ccccc1)C(Cc1cccs1)c1nn[nH]n1 (stereo unspecified)	13	-5	4	-13[20 µM]	3	/	5	1.0	-2
O=C(NC1CCCCC1)c1ccc(Br)o1	8	83*	1	-25	15	/	8	1.9	16
CC(=O)Nc1ccc2nc(CN3CCN(CC(C)C)C(CCO)C3)ccc2c1 (stereo unspecified)	27	27	28	-12	12	0.0072	-10	1.1	-15
COc1ccc(NC(=O)CSc2nnnn2C2CCCC2)cc1	1	-11	-7	-8	-7	-0.95	1	-0.5	1
O=C(Nc1cccs1)Nc1ccccc1Br	8	/	-3	-6	-8	-0.67	/	1.8	20
CC1Cc2ccccc2N1C(=O)c1cc2c(=O)n3ccccc3nc2n1C (stereo unspecified)	18	13	1	-7	0	/	1	-0.9	-27
CCCCCC(=O)c1ccc(O)cc1O	5	-2	-14	-22	-8	0.87	21	1.3	6
COc1ccccc1C(=O)Nc1nnc(-c2ccco2)s1	9	-15	1	-16[20 µM]	-4	0.68	5	-1.3	-75
CN(CC(=O)NCc1ccc2c(c1)OCO2)S(=O)(=O)c1ccc(Br)s1	16	8	4	-14[20 µM]	2	0.33	2	-0.3	11
S=c1[nH]c2ccc(Cl)cc2[nH]1	20	4	8	-19[20 µM]	6	0.34	5	0.2	-15
Cc1cccc(C(=O)Nc2cccc(C(=O)N3CCOCC3)c2)c1	6	-13	-11	-15[20 µM]	-3	4.3*	/	-1.1	-10
O=C(c1scc2c1CCCC2)N1CCCCC1	21	-2	7	-11[20 µM]	3	1.5	-3	1.4	-12
COc1cc(S(=O)(=O)NCc2ccncc2)c(OC)cc1Cl	6	-3	-3	-23	5	-0.31	26	1.8	-20
O=C(Nc1ccc(Cl)cc1)c1sccc1-n1cccc1	6	-7	-1	-25	1	-0.065	27	0.1	9
Next section
SMILES	FXIIa inh 1536	KLK5 inh	FXIa inh	Furin inh	thrombin 1536	Cl transport mod	Rad51 HR inh	PERK inh	m-calpain inh
O=C(c1cccc(S(=O)(=O)N2CCCCC2)c1)N1CCOCC1	-5	-10	-9	-13	4	0.61	5	2.5	-40
O=C(/C=C/c1ccccc1)NCCc1ccccc1	6	0	3	-23	3	-0.67	3	/	-2
CN(c1ccc(C(=O)NCCSCc2ccc(Cl)cc2)cc1)S(=O)(=O)c1ccccc1	3	-15	2	1	-8	-0.74	0	-1.1	20
CCC(NC(=O)COc1ccc([N+](=O)[O-])cc1)c1ccccc1 (stereo unspecified)	8	-4	-1	-13	0	-2.1	25	1.2	4
COc1ccc(CCC(=O)NCc2cn3ccc(C)cc3n2)cc1	9	0	5	-24	-1	0.21	-3	0.1	-25
CCn1cc(C(=O)NCc2ccc3c(c2)OCO3)c(=O)c2cc(S(=O)(=O)N(C)C)ccc21	12	-10	5	-12	55*	-0.26	/	0.8	-2
CCc1c(C)sc2nc(C(C)C)nc(SCC(=O)N3CCc4ccccc4C3)c12	-4	-19	-7	-3[20 µM]	-8	/	-17	0.8	30
Cc1nn(Cc2ccc(F)cc2)c(C)c1NC(=O)C1c2ccccc2Oc2ccccc21	12	0	4	-27	2	0.14	/	-0.5	13
Cc1cccc(OCC(=O)N(Cc2cccs2)C2CCS(=O)(=O)C2)c1C (stereo unspecified)	-2	-4	2	-23[20 µM]	-10	-0.18	4	0.1	-6
O=C(Nc1ccc(-c2nc3ccccc3s2)c(O)c1)C1=COCCO1	5	-62	6	-14	0	-0.12	5	1.3	i
Cc1ccc(C(=O)NCC(=O)O)s1	11	-6	-2	-25	4	0.0023	28	2.6	-22
Cc1ccc(O)c(C(=O)/C=C/c2ccc3c(c2)OCCO3)c1	11	0	6	-25	1	-0.025	-2	0.4	33
Cc1cc(C(=O)Cn2nc(C(=O)O)c3ccccc3c2=O)c(C)n1-c1ccc(F)cc1	26	-2	24	-12	4	-1.2	/	1.1	-15
COc1ccc(C(=O)COC(=O)C2CCN(S(=O)(=O)c3cccc4cccnc34)CC2)cc1	29	3	8	-29	4	-1.4	/	0.8	2
COc1ccccc1CNC(=O)/C=C/c1cc2c(cc1Br)OCO2	15	-15	5	-20[20 µM]	0	-0.85	-2	-0.1	-15
COc1ccc(Nc2ncc(C(=O)N3CCN(Cc4ccccc4)CC3)c3ccccc23)cc1	5	-12	-1	-27[20 µM]	2	-0.57	-6	-0.5	-3
COc1cnc(-c2ccccc2)nc1OC	11	-17	1	-23	-4	-0.12	-1	1.2	-4
COc1cc(/C=N/NC(=O)CSc2nc3ccccc3n2C)cc(OC)c1OC	6	7	-1	-13	8	1.9	22	-1.3	23
